# rCAG binder = molecules binding r(CAG) RNA repeats. actives 1.3% (n = 370,000). AID 651821. inhibition, % at 3 µM. r(CAG) RNA repeat, TO-PRO-1 dye displacement fluorescence;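 active means inhibition above the plate cutoff, the mean of all test compounds on that plate plus 3 SD, cut at about 35% in these data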;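 further: 0% = DMSO alone and 100% = 100 µM mitoxantrone as full dye displacement; higher means more dye released from RNA so lower well fluorescence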
# NPR2 activator = GC-B (human) receptor activation | HEK293-GC-B cells, CNP EC30, cGMP TR-FRET; 0% at EC30 CNP, 100% saturating CNP | P20594 | AID 1920062 | actives 0.11% (n = 370,000) | activation, % at 10 µM;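 active means activation at 10 µM reaching about 35% in either raw or pattern-adjusted values, limit read from the data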
# PRMT1 inh = blocks human protein arginine methyltransferase 1. recombinant PRMT1, activity-based probe fluorescence polarization. inhibition, % at 2.79 µM. actives 1.3% (n = 370,000). AID 652257;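 active means inhibition above about 21% made by adding two undisclosed values, limit read from the data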
# LEDGF integ inh = blocks HIV-1 LEDGF/p75-dependent DNA integration; actives 0.64% (n = 370,000); TR-FRET IN-LEDGF/p75 DNA integration, Eu/Cy5; inhibition, % at 3.7 µM; AID 743269;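 active means inhibition above the screen-wide mean plus 3 SD, cut at about 13% in these data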;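 further: signal is the Cy5 over europium emission ratio at 671 and 618 nm; 0% = plate median of compound wells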
# SIAE primary = human SIAE inhibition, primary screen | SIAE FP-Rh probe binding, fluorescence polarization | inhibition, % at 9.66 µM | actives 0.69% (n = 370,000);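 active means inhibition above a cutoff: mean of compounds within the control limits plus 3 SD of those, cut at about 17% in these data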;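 further: 0% = plate median of compound wells and 100% = probe without SIAE protein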
# ABHD4 inh = ABHD4 (mouse) inhibition, primary FP screen. purified mABHD4, FP-Rh probe fluorescence polarization. inhibition, % at 8.92 µM. actives 0.54% (n = 370,000);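 active means inhibition exceeding the mean over every tested compound plus 3 SD, cut at about 30% in these data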;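 further: 0% = plate median of compound wells and 100% = S159A mutant with DMSO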
#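 Assay system: mABHD4 protein; medium: HEPES pH 7.0, NaCl, Pluronic buffer; dosing: 8.92 µM, single dose; schedule: 45 min + 60 min at 25 °C; signal: FP readout, ex 525 nm / em 598 nm; read-out: normalized percent inhibition of probe labeling; repeats: single replicate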
# TDP2 inh = TDP2 (human) inhibition, absorbance primary screen; recombinant TDP2, T5PNP hydrolysis, p-nitrophenol absorbance 415 nm; inhibition, % at 12.8 µM; actives 0.34% (n = 370,000); AID 720702;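 active means inhibition above the mean of all tested compounds plus 3 SD, set per campaign, cut at about 25% in these data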;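 further: 0% = DMSO with enzyme and 100% = buffer with substrate but no TDP2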
# Target sequence (O95551 whole entry, looked up): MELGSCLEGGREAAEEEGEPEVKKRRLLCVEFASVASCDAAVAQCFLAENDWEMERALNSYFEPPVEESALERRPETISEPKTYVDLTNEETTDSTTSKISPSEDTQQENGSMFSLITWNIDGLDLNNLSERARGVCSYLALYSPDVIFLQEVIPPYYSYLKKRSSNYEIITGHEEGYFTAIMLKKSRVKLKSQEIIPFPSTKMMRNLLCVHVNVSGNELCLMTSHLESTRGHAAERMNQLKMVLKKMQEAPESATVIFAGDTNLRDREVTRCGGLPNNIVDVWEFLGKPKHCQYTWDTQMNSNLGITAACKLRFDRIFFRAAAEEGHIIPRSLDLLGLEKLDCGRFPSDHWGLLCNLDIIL
#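 System – recombinant human TDP2 · Quantity – TDP2 enzyme at 120 nM final · Doses – single concentration, 12.8 µM nominal, with 1% DMSO · Incubation – 2 h at 37 °C · Measured by – epi absorbance of p-nitrophenol freed from T5PNP by hydrolysis · Read-out – % inhibition relative to enzyme-containing and enzyme-free wells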
# MBD2 DNA inh = inhibitors of human MBD2 binding to methylated oligonucleotide; TR-FRET; inhibition, % at 4.4 µM; actives 0.31% (n = 370,000); Q9UBB5; in the data active means inhibition above about 13%
# Target sequence (Q9UBB5 whole entry, looked up): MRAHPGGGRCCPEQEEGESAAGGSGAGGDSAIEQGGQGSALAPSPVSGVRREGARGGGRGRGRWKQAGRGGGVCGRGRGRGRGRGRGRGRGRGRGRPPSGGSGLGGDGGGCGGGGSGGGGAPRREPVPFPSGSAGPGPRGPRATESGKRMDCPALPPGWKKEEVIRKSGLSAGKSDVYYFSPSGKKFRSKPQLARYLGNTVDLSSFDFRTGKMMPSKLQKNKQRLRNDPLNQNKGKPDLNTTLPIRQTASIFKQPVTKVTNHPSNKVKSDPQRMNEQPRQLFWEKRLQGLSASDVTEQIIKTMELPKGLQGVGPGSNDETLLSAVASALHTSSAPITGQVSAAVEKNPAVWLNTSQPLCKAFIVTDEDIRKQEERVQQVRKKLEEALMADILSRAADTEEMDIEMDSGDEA
# HTRA1 inhibitor = inhibitors of human serine peptidase HTRA1 | Q92743 | recombinant HTRA1, FP-rhodamine activity-based probe, fluorescence polarization | inhibition, % at 5.96 µM | actives 0.5% (n = 340,000) | AID 504803; in the data active means inhibition above about 36%;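 further: 0% = enzyme with DMSO and 100% = wells lacking enzyme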
# TCR-CD3 inh = blocks the human TCR-CD3 interaction | AID 651800 | TAMRA-labeled TCR probe fluorescence, biochemical | inhibition, % at 9.4 µM | actives 0.37% (n = 360,000); in the data active means inhibition above about 19%;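 further: recombinant mutant TCR 2C K166C tagged with TAMRA read by polarization; 0% = receptor in buffer alone and 100% = receptor with positive control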
# Active calls of the source: *; . = not tested or not shown. These rows are one share of the data; the hit share may differ from the screen's.
SMILES,rCAG binder,NPR2 activator,PRMT1 inh,LEDGF integ inh,SIAE primary,ABHD4 inh,TDP2 inh,MBD2 DNA inh,HTRA1 inhibitor,TCR-CD3 inh
COc1ccc(C(=O)NCC(=O)N/N=C/C=C/c2ccccc2)cc1OC,2,-2,-3,-1,4,3,-1,-1,-1,6
CCCCN(CC)CCNC(=O)Cn1cnc2sc(C)c(S(=O)(=O)N3CCC(C)CC3)c2c1=O,-2,-4,2,-5,4,5,2,2,-2,-7
CCCCN(CCCC)CCNC(=O)CN1C(=O)CSc2ccc(S(=O)(=O)N3CCCCC3)cc21,-7,-4,-2,1,9,0,-2,-6,4,1
CCOC(=O)CCNc1n[nH]c(=O)[nH]c1=O,0,-4,0,1,3,-1,6,-3,2,-3
CCOc1ccc(OCCC(=O)N(CCC2=CCCCC2)c2c(N)n(Cc3ccccc3)c(=O)[nH]c2=O)cc1,2,-4,-4,5,0,1,7,-3,-10,7
COc1cc2cc(c1Cl)N(C)C(=O)CC(OC(=O)C(C)N(C)C(C)=O)C1(C)OC1C(C)C1CC(O)(NC(=O)O1)C(OC)C=CC=C(C)C2 (stereo not given),2,0,-2,1,-2,-4,2,2,-7,1
O=C(Nc1ccc(C(=O)O)cc1)/C(=C/c1ccc2c(c1)OCO2)NC(=O)c1cccc(Br)c1,50*,-1,-2,4,12,-27,10,2,-11,2
CCc1ccccc1N(CC(=O)N1CCCCC1)S(=O)(=O)c1ccccc1,-5,-8,0,2,7,-3,11,-1,-10,5
CCOc1ccc(Cc2nnc(N)s2)cc1OCC,-3,5,0,2,5,1,6,4,5,-3
S=c1[nH]cc(-c2ccc(Cl)cc2)n1Cc1ccccc1,1,-8,10,-1,3,-6,-21,-2,0,6
CC(=O)Nc1ccc(OCCOc2ccccc2C(C)=O)cc1,-2,1,0,-2,-1,-1,6,0,2,9
Cn1c2c(c(=O)n(C)c1=O)CN(CC1CCCO1)CN2 (stereo not given),1,-3,0,2,-2,5,12,1,-1,-6
CCCc1nc2ccccc2n1Cc1ccccc1OC,29,-3,1,2,0,-2,-6,-2,-10,6
CC(C)(C)C(=O)N1CCN(c2ncnc3scc(-c4ccccc4)c23)CC1,-8,2,1,-3,3,6,2,-1,-8,-6
CC1CCC2(CC1)NC(=O)N(CC(=O)c1cn(CCC#N)c3ccccc13)C2=O (stereo not given),0,4,-1,2,-1,-1,12,3,4,0
Cc1ccsc1C(=O)Nc1cc(Cl)ccc1-n1cncn1,0,-2,4,1,-1,-2,6,5,-7,-5
COc1ccc(C(C(=O)NC2CCCCC2)N(Cc2cccs2)C(=O)Cc2c[nH]c3ccccc23)cc1OC (stereo not given),7,-7,2,3,-9,-4,-10,7,1,1
Cc1ccc(/C=N/NC(=O)CSc2nc3nc(C)cc(C)n3n2)cc1,0,1,0,-2,-8,1,3,0,1,0
Cc1ccc(N2C(=O)N(CC(=O)NC(N)=O)C(=O)C2C)cc1 (stereo not given),-5,2,5,-2,4,1,2,5,-9,-4
COc1ccc(S(=O)(=O)N2CCCCC2)cc1NC(=O)Cn1c(=O)cnc2ccccc21,11,-7,1,-2,-6,-4,2,-2,-5,-8
COC(=O)c1sc(NC(=S)NC(=O)c2cc(OC)c(OC)c(OC)c2)nc1C,1,4,-3,-4,-2,4,6,1,-9,1
CCOc1ccc(N2C(=O)CC(N3CCN(C(=O)CN4CCCC4)CC3)C2=O)cc1 (stereo not given),2,-2,6,-1,-2,-4,-8,-1,-6,-4
CN(C)CCCNC(=O)C[C@H]1C[C@H](C(=O)N2CCCCC2)[C@@]2(CCc3ccccc3)c3[nH]c4cc(-c5ccco5)ccc4c3CCN2C1=O,10,2,-1,-1,-1,20,6,-7,21,4
Cc1ccc2nc(-c3ccc(F)cc3)c(Cc3cccc(Cl)c3)n2c1,14,3,-5,5,3,-8,-7,-5,.,-6
Cn1cccc1C1C(C#N)=C(N)OC2=C1C(=O)CC(C)(C)C2 (stereo not given),0,0,3,6,-5,-7,-23,-11,5,6
Cc1oc(-c2ccccc2Cl)nc1CN(Cc1ccccn1)C[C@@H]1CCC(=O)N1,-2,6,1,1,7,6,3,1,-4,8
COC(=O)C1CN(C2CC2)CCS(=O)(=O)N1Cc1cn(Cc2ccccc2)nn1 (stereo not given),2,4,-3,7,6,1,3,12,.,.
CCC(C)c1ccc(NC(=O)c2cccnc2)cc1 (stereo not given),-4,0,0,-1,-2,1,1,-2,-2,7
CCC(CO)Oc1cc(NC(=O)c2cccc3ccccc23)c2ncn(C(C)C)c2c1 (stereo not given),-1,0,0,7,-1,5,11,7,-25,1
CC(NC(=O)NNC(N)=S)(C(F)(F)F)C(F)(F)F,-1,4,-2,2,7,2,1,1,2,-5
CCN(CC(=O)Nc1ccc2c(c1)OCCO2)CC(=O)Nc1ccc(C)c(S(=O)(=O)N(C)C)c1,6,2,2,1,5,3,3,20*,-6,2
CCC(=O)Nc1cc2c(cc1Cl)-c1ccccc1C2,5,1,1,-5,-1,2,5,3,-12,-2
CC(C(=O)N1c2ccccc2CC1C)N1CCN(S(=O)(=O)c2ccccc2F)CC1 (stereo not given),1,2,-1,5,2,14,6,-6,10,2
COc1ccc2[nH]c(=O)c(CN(C)C(=O)C3CCCCC3)cc2c1,-1,-8,-1,1,11,7,-7,2,0,4
Cn1c(=O)c2c(ncn2CC(=O)N2CCCc3ccccc32)n(C)c1=O,-3,5,-3,-2,-1,1,2,0,-2,0
CCC(CC)C(=O)c1c[nH]c(C(=O)N2CCN(c3ccccc3)CC2)c1,-3,1,-8,9,7,1,-14,0,1,-1
CCCCNC(=O)N1CCN(Cc2ccc(F)cc2)CC1,-2,3,-3,2,3,-3,4,-3,1,3
O=C(Nc1ccccc1N1CCOCC1)c1cccc(S(=O)(=O)Nc2ccccc2F)c1,37*,-1,-4,5,1,0,-3,-4,5,4
Cc1cc(C(=O)N(C)CC2CCCN(CCc3ccc(F)cc3)C2)c(C)o1 (stereo not given),-10,3,-3,2,-2,-1,-14,-1,5,-3
CC1(C)O[C@H]2OC([C@H](O)CON3C(=O)c4ccccc4C3=O)[C@H](O)[C@H]2O1 (stereo not given in full),4,10,2,0,4,-1,5,13,.,-7
CCn1c(SCC(=O)N/N=C/c2cccs2)nc2ccccc21,-2,-3,0,3,0,0,-1,1,4,2
COc1ccc(CNc2nc3c(c(=O)[nH]c(=O)n3C)n2Cc2ccccc2)cc1,-3,4,-4,-2,-7,5,1,0,3,2
N#CCSc1nc(N)c(C#N)c(C2CCCCC2)c1C#N,3,-1,-1,2,0,-14,-2,1,-17,5
O=C(O)c1ccccc1-c1ccccc1C(=O)Nc1nc2ccccc2s1,33,0,-1,2,-6,1,13,3,5,14
O=C(CN(C(=O)CCC(=O)Nc1ccccn1)c1ccc2c(c1)OCO2)NCc1ccc(F)cc1,1,2,-1,1,9,7,9,0,1,9
Cc1cccc(NC(=O)C2CCN(C(=O)c3ccccc3C)CC2)n1,3,2,-2,2,2,2,-8,1,4,-5
Cc1c(NS(=O)(=O)c2ccc3c(c2)Cc2ccccc2-3)c(=O)n(-c2ccccc2)n1C,-2,2,2,1,-1,-1,4,-4,-17,2
O=C(NCc1ccccc1)C1=C[C@@H](c2ccccc2)C[C@@H](OCc2ccc(CO)cc2)O1,5,-7,5,-2,-8,-26,-3,5,-38,-14
CC(=O)N(C(C)=O)c1c(N2CCCC2)c2ccccc2oc1=O,-1,6,1,-4,5,4,5,3,-2,-5
COc1cc(NC(=S)NCCc2c[nH]c3ccccc23)c(OC)cc1Cl,7,-6,1,-6,20*,1,-8,-2,-13,-10
Cc1ccsc1S(=O)(=O)n1c(CN2CCOCC2)nc2ccccc21,3,-6,4,-4,6,4,3,1,.,.
COc1ccc(OCC(=O)N2c3ccccc3CC2C)c([N+](=O)[O-])c1 (stereo not given),2,-1,-2,-5,5,0,-10,-2,1,1
CC(C)(C)OC(=O)C[C@H]1C/C=C\C[C@@H](CC(=O)NCCO)C(=O)NCCOC1=O,-2,3,-2,3,3,3,6,-8,7,11
COc1cc(/C=N/NC(=O)Cc2nnc(N)s2)cc(OC)c1OC,-2,7,12,-2,-3,11,9,1,4,1
COc1ccc(-c2cc(C(=O)NNC3=NCCC3)c3c(C)nn(-c4ccccc4)c3n2)cc1,6,-4,1,-3,-5,0,1,1,-5,0
S=C(NCCc1ccccn1)Nc1ccccc1Cl,-2,-3,1,1,3,1,-1,0,1,3
COc1ccc(NC(=O)Nc2c(C)n(C)n(-c3ccccc3)c2=O)cc1,1,0,-2,3,12,4,4,-4,0,-6
N/C(=N\N=C\c1cccc(O)c1)c1nonc1N,-1,-1,1,-5,-1,-3,-9,0,-2,-8
CCN(CC)CC(=O)Nc1nn(-c2ccccc2)nc1C(N)=O,-3,1,-1,-4,-1,7,4,-2,-1,2
CCOC(=O)N1CCN(Cc2c(NC(=O)c3ccco3)sc(C)c2C)CC1,-3,2,-7,5,-15,-4,-9,0,-1,5

# Reprinted at random: four compounds from above
SMILES,rCAG binder,NPR2 activator,PRMT1 inh,LEDGF integ inh,SIAE primary,ABHD4 inh,TDP2 inh,MBD2 DNA inh,HTRA1 inhibitor,TCR-CD3 inh
Cc1ccsc1S(=O)(=O)n1c(CN2CCOCC2)nc2ccccc21,3,-6,4,-4,6,4,3,1,.,.
N#CCSc1nc(N)c(C#N)c(C2CCCCC2)c1C#N,3,-1,-1,2,0,-14,-2,1,-17,5
CCOc1ccc(OCCC(=O)N(CCC2=CCCCC2)c2c(N)n(Cc3ccccc3)c(=O)[nH]c2=O)cc1,2,-4,-4,5,0,1,7,-3,-10,7
Cn1cccc1C1C(C#N)=C(N)OC2=C1C(=O)CC(C)(C)C2 (stereo not given),0,0,3,6,-5,-7,-23,-11,5,6

# Continuation:
SMILES,rCAG binder,NPR2 activator,PRMT1 inh,LEDGF integ inh,SIAE primary,ABHD4 inh,TDP2 inh,MBD2 DNA inh,HTRA1 inhibitor,TCR-CD3 inh
COc1ccc2[nH]cc(CCNC(=O)Nc3ccccc3)c2c1,5,-3,2,-6,4,-8,0,7,-7,2
Cc1ccc(Cn2nc(-c3ccccc3)nc2-c2ccccc2)cc1,-2,5,2,1,-3,-17,3,0,-33,6
CN(NC(=O)c1ccccc1Cl)c1ncc(C(F)(F)F)cc1Cl,-1,8,-1,3,2,1,-1,5,4,-4
COC(=O)C[C@@H]1C[C@@H]2c3cc(NS(=O)(=O)c4ccc(F)cc4)ccc3O[C@@H]2[C@@H](CO)O1,2,-4,-1,2,2,4,-7,3,3,-7
Cc1nn(C)c(C)c1CN(C)S(=O)(=O)c1ccc(F)cc1,-5,6,-2,0,-1,-1,4,3,3,2
CCCOc1ccc(C(=O)NC(=S)Nc2nc(C)c(C(=O)N(C)C)s2)cc1,4,0,3,3,-8,-9,4,1,1,4
Cc1ccc(NC(=O)c2onc(C)c2Cl)cc1,1,1,-3,3,0,2,0,-3,-3,0
COCCSc1nc2c(c(=O)[nH]c(=O)n2C)n1CCC(C)C,-1,7,-1,2,6,-1,-1,7,-12,-13
O=C(c1ccccc1)N1CCN2C(=O)c3ccccc3C12c1ccc(Cl)cc1 (stereo not given),-10,-8,-4,1,-3,-5,8,5,-27,5

# Source: PubChem
